ER stress death = ER stress cell death inhibition; CSM14.1 thapsigargin ER stress survival, ATP luminescence; relative survival (cellular ATP), % at 15 µg/mL (by protocol); 0.33% of 48,000 active;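 active = survival measured by cellular ATP above 50% at 15 µg/ml in the first screen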;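 note: cell death triggered by about 15 µM thapsigargin; ATP read 24 h after thapsigargin was added; plate controls were thapsigargin with DMSO for no effect and DMSO without thapsigargin for full effect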
Active calls of the source: *. Only part of the results is shown (hit frequency here may not be typical).

# | SMILES | ER stress death
1 | Cc1ccc(-c2csc(NC(=O)C3CCCCC3C(=O)O)n2)c(C)c1 (stereo not drawn) | 4
2 | CN(C)c1cc(Nc2ccccc2)c2c3c(onc13)-c1ccccc1C2=O | -7
3 | O=C(CN1CCCCC1)n1c2c(c3ccccc31)CCCC2 | -6
4 | Cc1ccc(/C=N/N2C(=O)c3ccccc3C2=O)s1 | 8
5 | O=C(Oc1ccccc1C(=S)N1CCOCC1)c1ccc([N+](=O)[O-])cc1 | 3
6 | CCC1(C)Cc2c(sc3nc(SCC(=O)c4ccccc4)nc(N)c23)CO1 (stereo not drawn) | 7
7 | COc1cc(/C=C2/SC(=S)NC2=O)ccc1OS(=O)(=O)c1ccccc1[N+](=O)[O-] | 7
8 | CC1(C)Nc2ccccc2-c2c1sn(-c1cccc(Cl)c1)c2=S | 11
9 | COc1ccc(S(=O)(=O)N2CCN(C3CCCC3)CC2)cc1 | 0
10 | CCCOc1ccc(-c2n[nH]c(=S)n2-c2ccccc2)cc1 | 1
11 | COc1cccc(C2CN(c3ccccc3)N=C2c2cccs2)c1OC (stereo not drawn) | 4
12 | CCOC(=O)COc1ccccc1/C=N/NC(=O)COc1ccc(Br)cc1OC | 7
13 | O=C(NNC(=O)c1sc2ccccc2c1Cl)Nc1cccc(Cl)c1 | 8
14 | O=C(/C=C/c1ccc2c(c1)OCO2)NCc1ccc(Cl)cc1Cl | 0
15 | COc1ccc2oc(=O)c(-c3csc(Nc4ccccc4C)n3)cc2c1 | 3
16 | CC(C)C(NC(=O)c1ccccc1Br)C(=O)O (stereo not drawn) | -1
17 | CC(=O)c1ccc(NC(=S)NC(NC(=O)c2ccccc2Cl)C(Cl)(Cl)Cl)cc1 (stereo not drawn) | 5
18 | Cc1ccc(N[C@@H]2C[C@H](O)[C@@H](CO)O2)cc1C | -1
19 | CC(=O)N1CCC(=O)N1c1ccccc1 | -1
20 | COc1ccccc1N1CCN(/N=C\c2cccn2C)CC1 | 1
21 | Cc1csc(-c2cc3ccc(OCc4c(F)cccc4Cl)cc3oc2=O)n1 | 1
22 | O=C(NCCCn1ccnc1)c1ccc(Cl)cc1 | 3
23 | O=C(N/N=C/c1ccco1)c1ccc(C(=O)N/N=C/c2ccco2)cc1 | 4
24 | CN(C)CCCN(CCCNC(=O)/C=N/O)Cc1ccccc1 | 3
25 | COc1ccc(Cl)cc1NC(=O)/C=C/c1cccc([N+](=O)[O-])c1 | 1
26 | CC(=O)Oc1ccccc1N1C(=O)c2cccc([N+](=O)[O-])c2C1=O | 2
27 | O=C1CC(c2ccccc2)CC2=C1C(c1ccccc1Cl)Nc1ccccc1N2 (stereo not drawn) | -5
28 | O=C(COc1ccc2ccccc2c1)NCCc1ccccc1 | 2
29 | COc1ccccc1N1CCN(S(=O)(=O)c2ccc3ccccc3c2)CC1 | 3
30 | NC(=O)N/N=C(/c1ccc2c(c1)OCCO2)C1CC1 | -1
31 | S=C(NNc1nc2ccccc2s1)NC1CCCCC1 | 4
32 | COc1ccc(/C=C2\C(=O)NN(c3ccccc3)C2=O)c(OC)c1OC | 0
33 | CCCNC(=S)N1CC2(C)CN(C(=O)C(=O)OC)CC(C)(C1)C2=O | 5
34 | CCOC(=O)C1=C(C)N=c2s/c(=C\c3ccccc3F)c(=O)n2C1c1ccc(OC)c(OC)c1 (stereo not drawn) | 9
35 | COc1ccccc1CC(=O)NCc1ccccn1 | 7
36 | O=C(Cc1ccc(Cl)cc1)Nc1ccc(Cl)cn1 | 3
37 | CCN(CC)C(=O)CSc1nc(O)c(Cc2ccccc2)c(=O)n1-c1ccc(OC)cc1 | 10
38 | C=CCN1C(=O)/C(=C/c2ccc(N(C)C)cc2)SC1=S | 2
39 | CN(C)c1ccc(C(O)C(C)(O)c2nc3ccccc3n2C)cc1 (stereo not drawn) | 2
40 | Cc1nc2c(-c3ccccc3)c(C)[nH]n2c(=O)c1Cc1ccccc1 | 3

Continued; the last 5 above are carried over.
# | SMILES | ER stress death
36 | O=C(Cc1ccc(Cl)cc1)Nc1ccc(Cl)cn1 | 3
37 | CCN(CC)C(=O)CSc1nc(O)c(Cc2ccccc2)c(=O)n1-c1ccc(OC)cc1 | 10
38 | C=CCN1C(=O)/C(=C/c2ccc(N(C)C)cc2)SC1=S | 2
39 | CN(C)c1ccc(C(O)C(C)(O)c2nc3ccccc3n2C)cc1 (stereo not drawn) | 2
40 | Cc1nc2c(-c3ccccc3)c(C)[nH]n2c(=O)c1Cc1ccccc1 | 3
41 | CCCSc1nnc(NC(=O)c2cccc(Cl)c2)s1 | 5
42 | C/C(=N\Nc1nc(C)cc(=O)[nH]1)c1ccc(C)cc1 | 1
43 | COC(=O)c1c(NC(=O)c2cnccn2)sc2c1CCCCC2 | 6
44 | Cc1ccccc1C(=O)NN1C(=O)/C(=C\c2cccs2)SC1=S | 10
45 | CS(=O)(=O)N1CCN(Cc2ccccc2C(F)(F)F)CC1 | 5
46 | O=C(NC(Nc1ccccc1Cl)C(=O)c1ccccc1)c1ccco1 (stereo not drawn) | 2
47 | Cc1ccc(S(=O)(=O)N(CC(=O)NC2CCCC2)Cc2ccccc2)cc1 | 11
48 | CC(=O)c1ccc(NC(=O)CSCC(=O)Nc2ccc3ccccc3c2)cc1 | -1
49 | NC(=O)CSc1nc2ccccc2n1CCOc1ccc(Cl)cc1 | 4
50 | COC(=O)c1c(C)oc2cc(Br)c(OCC(=O)c3ccc(OC)cc3)cc12 | 2

Another view of three compounds above:
2: CN(C)c1cc(Nc2ccccc2)c2c3c(onc13)-c1ccccc1C2=O
  ER stress death: -7
3: O=C(CN1CCCCC1)n1c2c(c3ccccc31)CCCC2
  ER stress death: -6
4: Cc1ccc(/C=N/N2C(=O)c3ccccc3C2=O)s1
  ER stress death: 8

The results go on:
# | SMILES | ER stress death
51 | COc1cc(CN2CCN(Cc3ccc(OC)c(OC)c3OC)CC2)cc(OC)c1O | 7
52 | Cc1cc(NC(=O)CCc2ccccc2)no1 | 4
53 | Cc1cc(NC(=O)c2ccc(Cl)cc2)ccc1NC(=O)c1ccccc1 | 8
54 | O=C(CN(c1ccc(Cl)cc1Cl)S(=O)(=O)c1ccccc1)NC1CCCC1 | -3
55 | Cc1cccc(/C(N)=N/OC(=O)COc2ccc(Cl)cc2)c1 | 4
56 | O=c1[nH]c(-c2ccc(-c3ccc([N+](=O)[O-])cc3)o2)nc2sc3c(c12)CCCC3 | -7
57 | COc1ccc(S(=O)(=O)NNC(=O)c2cccc(Br)c2)cc1 | 9
58 | CCn1c2ccccc2c2cc(CN3CCN(S(=O)(=O)c4ccccc4)CC3)ccc21 | 22
59 | O=C(O)C1C2C=CC(O2)C1C(=O)Nc1nccs1 (stereo not drawn) | 6
60 | Cc1cc(C)cc(N2C(=O)/C(=C/c3ccc(Oc4ccc([N+](=O)[O-])cn4)cc3)C(=O)NC2=S)c1 | 9
61 | COc1cc2c(cc1NC(=O)COc1ccc(C)cc1Br)oc1ccccc12 | 0
62 | O=C(CC1Sc2ccc(C(F)(F)F)cc2NC1=O)Nc1ccccc1Cl (stereo not drawn) | 3
63 | Cc1cccc(N2C(=O)c3ccc(C(=O)O)cc3C2=O)n1 | 9
64 | CCc1c(C)sc(NC(=O)c2c(-c3ccccc3)noc2C)c1C(N)=O | 2
65 | COc1cc(NS(=O)(=O)c2ccc([N+](=O)[O-])cc2)c(OC)cc1Br | 4
66 | Cc1ccc(-n2c(C)cc(/C=N/NC(=O)CN3CCOCC3)c2C)cc1C | -5
67 | CC(=O)Nc1ccc(C(=O)NCc2ccco2)cc1 | 5
68 | CCc1ccc(OCCOCCN2CCC(C)CC2)cc1 | -4
69 | NS(=O)(=O)c1ccc(N/C=C\C(=O)c2ccc3c(c2)OCO3)cc1 | -1
70 | Cc1occc1C(=O)NC1CCCCCC1 | 4
71 | O=C(Nc1cc(-c2nc3ccccc3s2)ccc1Cl)c1ccc([N+](=O)[O-])cc1 | 8
72 | O=C(COc1ccccc1Cl)NCCCN1CCOCC1 | 13
73 | COc1ccccc1NC(=O)CSc1cc(Cl)ccc1Cl | 14
74 | Cc1ccc2oc(-c3ccco3)cc(=O)c2c1 | 7
75 | Cc1ccc(OCC(=O)NCc2ccncc2)c(Br)c1 | -1
76 | COc1cc(/C=N/NC(=O)CC(=O)NC(C)C)cc(OC)c1OC | 7
77 | COC(=O)c1c(N)sc(C)c1-c1cc(C)ccc1C | 0
78 | CSCCC(NC(=O)/C(=C\c1ccccc1)NC(=O)c1ccco1)C(=O)O (stereo not drawn) | 0
79 | CC(C)CC(=O)NS(=O)(=O)c1ccc(NC(=O)c2ccco2)cc1 | 1
80 | Cc1cccc(OCCCc2c(C)n[nH]c2C)c1 | -13
81 | Cc1ccc(C(=O)Nc2cccc([N+](=O)[O-])c2C)cc1C | 8
82 | COc1cc(/C=C2\C(=O)N(c3ccc(S(N)(=O)=O)cc3)N=C2C)cc(Br)c1OCc1ccccc1 | 3
83 | Cc1nnc(Nc2ccc(C(=O)N3CCCCC3)cc2)c2ccccc12 | -5
84 | Cc1onc(-c2c(Cl)cccc2Cl)c1C(=O)NCC1CCCO1 (stereo not drawn) | 12
85 | COc1ccccc1NS(=O)(=O)c1ccc(C)c([N+](=O)[O-])c1 | -3
86 | CN=C(Nc1cccc(OC)c1)SC1CC(=O)N(c2ccccc2F)C1=O (stereo not drawn) | 8
87 | COc1ccc(C2CC(C(F)(F)F)n3nc(C(=O)Nc4c(F)cc(F)cc4Br)c(Cl)c3N2)cc1OC (stereo not drawn) | -1
88 | Cc1ccc(N2NC(=O)/C(=C/c3ccc(-c4ccc5c(c4)C(=O)NC5=O)o3)C2=O)cc1C | 0
89 | COc1ccc(/C=C2\SC(=S)N(Nc3ccccc3)C2=O)cc1OC | 7
90 | CCOC(=O)C1=NN(c2ccccc2)C(=O)C1OC(C)=O (stereo not drawn) | 0
91 | O=C(O)CN1C(=O)/C(=C/c2ccc(-c3ccccc3[N+](=O)[O-])o2)SC1=S | 6
92 | Nc1ccc(Nc2nc(-c3ccncc3)cs2)cc1 | -8
93 | CCN(CC)C(=O)C(=O)NNC(=O)COc1ccc(Cl)cc1 | 1
94 | O=[N+]([O-])c1ccc(Cl)c2ncccc12 | 6
95 | O=C(O)CCCCCN1C(=O)C(O)=C(C(=O)/C=C/c2ccccc2)C1c1ccc(O)cc1 (stereo not drawn) | 1
96 | CCOC(=O)c1c(NC(=O)c2ccc(S(=O)(=O)N3CCCCC3)cc2)sc(C(C)=O)c1C | 3
97 | O=C(CN1C(=O)c2cccc3cccc1c23)Nc1ccc2c(c1)OCO2 | -2
98 | Cc1cc(C)cc(OC(=O)COc2ccc(Br)cc2Br)c1 | 8
99 | Cc1nn(-c2ccc(Br)cc2)c(=O)c2ccccc12 | 2
100 | Cc1c(C(=O)Nc2cccc(S(N)(=O)=O)c2)oc2ccc(Cl)cc12 | -2

Following part:
# | SMILES | ER stress death
101 | Cc1cc(OCCN2CCCC2)ccc1Cl | -5
102 | COC(=O)C1=C(C)NC2=C(C(=O)CC(C)(C)C2)C1c1ccccc1 (stereo not drawn) | 14
103 | Cc1cc2nc3s/c(=C\c4ccc(-c5ccc(Cl)c([N+](=O)[O-])c5)o4)c(=O)n3c2cc1C | -2
104 | Cc1ccc(C(=O)Nc2cccnc2)o1 | 10
105 | Cc1cccc(Nc2ccc([N+](=O)[O-])c3nonc23)c1 | 7
106 | CCOc1ccc(/C(C)=N/NS(=O)(=O)c2ccccc2)cc1 | 0
107 | CC1=C(C(=O)Nc2ccccc2Cl)C(c2ccc(C(C)C)cc2)NC(=S)N1 (stereo not drawn) | 8
108 | O=C(/C=C/c1ccc(Cl)cc1Cl)Nc1nn[nH]n1 | -3
109 | COc1ccc(C(=O)Nc2ccc(-c3ccc(NC(=O)c4ccc(OC)cc4)c(OC)c3)cc2OC)cc1 | 0
110 | CCOC(=O)c1c(NC(=S)NC(=O)c2ccccc2)sc2c1CC(C(C)C)OC2 (stereo not drawn) | 16
111 | CN1CCN(c2ccc(/C=c3\sc4nc5ccccc5n4c3=O)cc2[N+](=O)[O-])CC1 | -4
112 | c1cc(CNc2ccc(N3CCOCC3)cc2)ccn1 | -4
113 | O=C1CC(c2ccccc2)CC2=C1C(c1ccc(Cl)c(Cl)c1)Nc1ccccc1N2 (stereo not drawn) | 6
114 | O=C(NCCNc1ccc(Cl)cc1[N+](=O)[O-])c1cc2ccccc2o1 | 3
115 | Cc1cc(=O)n(C)c(=O)n1CCCCO | -4
116 | COc1ccc(Cl)cc1NC(=O)C1=C(C)NC(=S)NC1c1ccccc1Cl (stereo not drawn) | -5
117 | COc1ccc([N+](=O)[O-])cc1NC(=O)Cc1ccc(Br)cc1 | 10
118 | CC(=O)/C(=C1\NC(C)(C)Cc2ccccc21)c1ccccc1 | -1
119 | CNc1c([N+](=O)[O-])cnc(N/C=C/C=C/C=C(C#N)C#N)c1C#N | 0
120 | CCOc1ccc(C(=O)Nc2ccc3oc(-c4ccccc4F)nc3c2)cc1Cl | 3
121 | CCOc1ccccc1NC(=O)CN1C(=O)/C(=C/c2cccc(Br)c2)SC1=S | 10
122 | O=C(CCCOc1ccccc1)Nc1ccc(Cl)cc1 | 14
123 | O=C1OC(c2ccc(Cl)cc2)=N/C1=C\c1ccccc1[N+](=O)[O-] | 13
124 | CCOC(=O)c1ccccc1NC(=O)CSC(N)=O | 5
125 | O=C(O)c1ccccc1SC1CC(=O)N(c2ccc([N+](=O)[O-])cc2)C1=O (stereo not drawn) | -2
126 | Cc1cccc(N2C(=O)S/C(=C/c3cccc([N+](=O)[O-])c3)C2=O)c1 | 17
127 | O=C(CSc1nc2ccccc2s1)c1ccc(Cl)cc1Cl | 4
128 | CC1(C)CC(N2CN(C3CC(C)(C)NC(C)(C)C3)CN(C3CC(C)(C)NC(C)(C)C3)C2)CC(C)(C)N1 | 8
129 | CCc1ccc(-c2nc3cc(NC(=O)c4ccc([N+](=O)[O-])c(C)c4)ccc3o2)cc1 | 3
130 | CC(OC1=CC(=O)CCC1)C(=O)c1ccccc1 (stereo not drawn) | -7
131 | O=C(Nc1cccc(Cl)c1)Nc1ccc2c(c1)OCCO2 | 6
132 | CNc1nc2ccc(C)cn2c(=O)c1/C=N/O | 4
133 | COc1ccc(C2CC(C(F)(F)F)n3nc(C(=O)NCc4cccs4)cc3N2)cc1OC (stereo not drawn) | -6
134 | COc1cc(/C=C2/SC(=S)N(CC(=O)O)C2=O)ccc1OCc1ccccc1F | 2
135 | COC(=O)CN(c1ccc(OC)cc1)S(C)(=O)=O | 4
136 | CCOc1ccc(S(=O)(=O)N(CC(=O)NCC(C)C)c2ccc(C)cc2)cc1 | 4
